Lipid storage S3: qHTS Assay for Lipid Storage Modulators in Drosophila S3 Cells. Drosophila S3 cells, BODIPY lipid droplet fluorescence, 18-24 h; cells fed with added oleic acid. lipid storage change, negative = inhibition, % at the top dose, mostly 46.1 µM; hits show Potency in µM. hit rate 0.64% among 320,000; active means well fitted inhibition curve with a large enough effect in the signal ratio, with a control signal flat, not every such curve was filed as active; inconclusive means small, poorly fitted or top-dose-only effect, or effect the other way, or a change in a side signal; the % refers to the signal ratio
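Drosophila S3 cells got compounds at several concentrations plus oleic acid (400 uM solution). Laser-scanning cytometry with 488 nm excitation read lipid droplets at 500-530 nm and cells at 575-640 nm. Percent activity was relative to 20 uM Triacsin C.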
Lipid storage S3 cell count max: further read-out of Lipid storage S3, marked with its call; cell number change, %; measured here: cell count max response;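 cells counted by Cell Tracker Red CMTPX staining in the red channel; peak over a dose series mostly up to 46.1 µM; percent activity relative to internal control wells on each plate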
Active calls of the source: *; i = inactive; ? = inconclusive; . = no result given. On the % scale 0 is the no-effect control and ±100 the full control effect; potency means the concentration at half of the fitted maximal effect.

A first look:
SMILES	Lipid storage S3	Lipid storage S3 cell count max
CCN(CC(=O)Nc1c(F)cccc1F)C(=O)Cc1csc(-c2ccccc2)n1	?	.
CCCC[n+]1ccn(-c2nc3ccccc3nc2[N-]S(=O)(=O)c2ccc(Br)cc2)c1	8%	22
CCOC(=O)C(=O)NCC(c1ccco1)S(=O)(=O)c1cccs1 (stereo not drawn)	-13%	-14
CCSc1nc2ccccc2n1Cc1ccccc1F	-17%	-23
Cc1cc(NC(=O)CSc2nc3c(C)cccc3cc2C#N)no1	?	.
O=C(O)C1CCCCN1C(=O)c1ccc(S(=O)(=O)N2CCCC2)cc1 (stereo not drawn)	?	.
CCCn1c(SCC(=O)c2c[nH]c3ccccc23)nnc1-c1ccncc1	-2%	-3
COC(=O)c1nn(-c2ccccc2)c2nnc(Cc3ccc(C)cc3)c(=O)n12	?	.
Cc1ccnc(NC(=O)COc2ccc3oc4c(c3c2)CCCC4)c1	1%	0
S=C(NCc1ccco1)Nc1ccccn1	12%	8
CC1(C)CC(=O)C2=C(C1)Oc1ncn(Cc3ccco3)c(=N)c1C2c1ccccc1 (stereo not drawn)	19%	-1
CCOc1ccc(-n2c(=O)c3sccc3n(CC(=O)NC3CCCCC3)c2=O)cc1	?	.
CCCCN(C(=O)COC(=O)CSc1cc(C)c2ccccc2n1)c1c(N)n(CCC)c(=O)[nH]c1=O	?	.
Oc1oc(C=Nc2ccc(F)cc2F)c2ccccc12	18%	26
CC(C)C(=O)NS(=O)(=O)c1ccc(N)cc1	-8%	-1
Cc1occc1C(=O)NNC(=O)c1ccccc1F	-11%	2

The whole of this part, from the start:
SMILES	Lipid storage S3	Lipid storage S3 cell count max
CCN(CC(=O)Nc1c(F)cccc1F)C(=O)Cc1csc(-c2ccccc2)n1	?	.
CCCC[n+]1ccn(-c2nc3ccccc3nc2[N-]S(=O)(=O)c2ccc(Br)cc2)c1	8%	22
CCOC(=O)C(=O)NCC(c1ccco1)S(=O)(=O)c1cccs1 (stereo not drawn)	-13%	-14
CCSc1nc2ccccc2n1Cc1ccccc1F	-17%	-23
Cc1cc(NC(=O)CSc2nc3c(C)cccc3cc2C#N)no1	?	.
O=C(O)C1CCCCN1C(=O)c1ccc(S(=O)(=O)N2CCCC2)cc1 (stereo not drawn)	?	.
CCCn1c(SCC(=O)c2c[nH]c3ccccc23)nnc1-c1ccncc1	-2%	-3
COC(=O)c1nn(-c2ccccc2)c2nnc(Cc3ccc(C)cc3)c(=O)n12	?	.
Cc1ccnc(NC(=O)COc2ccc3oc4c(c3c2)CCCC4)c1	1%	0
S=C(NCc1ccco1)Nc1ccccn1	12%	8
CC1(C)CC(=O)C2=C(C1)Oc1ncn(Cc3ccco3)c(=N)c1C2c1ccccc1 (stereo not drawn)	19%	-1
CCOc1ccc(-n2c(=O)c3sccc3n(CC(=O)NC3CCCCC3)c2=O)cc1	?	.
CCCCN(C(=O)COC(=O)CSc1cc(C)c2ccccc2n1)c1c(N)n(CCC)c(=O)[nH]c1=O	?	.
Oc1oc(C=Nc2ccc(F)cc2F)c2ccccc12	18%	26
CC(C)C(=O)NS(=O)(=O)c1ccc(N)cc1	-8%	-1
Cc1occc1C(=O)NNC(=O)c1ccccc1F	-11%	2
O=C(OCC(=O)c1ccccc1Br)c1ccccn1	?	.
Cc1nc(C)c(-c2ccn(S(=O)(=O)c3ccc(Cl)cc3)n2)o1	?	.
COC(=O)c1ccc(NC(=S)N2CCN(C(=O)c3ccco3)CC2)cc1	?	.
CC12CCC(C(=O)NCCCN3CCOCC3)(C(Br)C1=O)C2(C)C (stereo not drawn)	?	.
Cc1nc(CS(=O)c2ccc(Cl)cc2)cc(N2CCOCC2)n1 (stereo not drawn)	-9%	-22
COc1ccc(/C=C/C(=O)NCC(=O)N/N=C(/C)c2ccc(Cl)cc2)cc1	?	.
Fc1ccc(NC(=S)Nc2cccnc2)cc1	?	.
O=C(c1ccccc1)[C@H]1CC=CC[C@H]1C(=O)O	?	.
O=S1(=O)CCO[C@H]2Cc3ccccc3[C@H]2N1Cc1cccc(C(F)(F)F)c1	?	.
Cc1cc(C(=O)COC(=O)c2ccc3c(c2)OCO3)c(C)n1Cc1cccs1	27%	-8
CC(C)OCCCNC(=S)Nc1ccc(S(N)(=O)=O)cc1	-14%	-15
Cc1ccc(C)c(Cn2nnc3c(=O)[nH]c(C4CCN(C(=O)c5cccs5)CC4)nc32)c1	?	.
CN(CCC1CCCCO1)C(=O)CCc1nnc(C2CCCCC2)o1 (stereo not drawn)	13%	12
CCOc1ccc(N(CC)C(=O)COc2cc(=O)n(CC)c3ccccc23)cc1	?	.
CN(C(=O)CN1C(=O)S/C(=C\c2ccccc2F)C1=O)C1CCS(=O)(=O)C1 (stereo not drawn)	?	.
O=C(Nc1c(C(=O)N2CCOCC2)oc2ccccc12)c1cccc([N+](=O)[O-])c1	?	.
CCc1ccccc1NC(=O)N1CCCc2ccccc21	i	0
O=C(N/N=C/C(Br)=C\c1ccccc1)c1ccco1	?	.
COc1cc(C2C(C#N)=C(N)OC3=C2C(=O)CCC3)ccc1OC(=O)N1CCOCC1 (stereo not drawn)	i	.
O=C(Cn1ncc2c3ccccc3n(Cc3ccccc3F)c2c1=O)NCCCN1CCCC1=O	i	42
CCN(CC)S(=O)(=O)c1cccc(NC(=O)CCNC(=O)c2ccccc2Cl)c1	i	-18
CCc1ccc(-c2c(C)sc(NC(=O)C3CCC3)c2C#N)cc1	?	.
Cc1cccc(NC(=O)CCCN2C(=O)c3ccccc3C2=O)n1	?	.
Cc1ccc(NC(=O)Cc2nnc(N)s2)cc1	-4%	3
COc1ncccc1C(=O)N1CCC(n2nccc2NC(=O)CC(C)C)CC1	?	.
O=C(Cc1ccccc1)NC1CCS(=O)(=O)C1 (stereo not drawn)	-6%	6
Cn1c(=O)c2c(nc(NCc3ccc4c(c3)OCO4)n2Cc2ccc(F)cc2)n(C)c1=O	?	.
Brc1ccc2c(c1)OCCOCCOCCOCCOCCOCCO2	?	.
CCC(CO)N=C1CC(C)(C)CC(=O)/C1=C(/O)CCCN1C(=O)c2ccccc2C1=O (stereo not drawn)	?	.
Oc1[nH]c2ccccc2c1C=Nc1ccc2c(c1)OCO2	?	.
COc1cccc(C(=O)N/N=C/C(Br)=C/c2ccccc2)c1	?	.
COc1ccc(C(CC(=O)O)N2Cc3ccccc3C2=O)cc1OC (stereo not drawn)	?	.
C=C1C[C@]23C[C@@]1(O)CC[C@H]2[C@@]12C=C[C@H](O)[C@@](C)(C(=O)O1)[C@H]2[C@@H]3C(=O)O	?	.
COc1ccc(COC(=O)N/N=C(\C)CC(=O)Nc2ccc(Cl)cn2)cc1	0%	12
O=C(NCC(c1ccco1)N1CCc2ccccc21)c1ccc([N+](=O)[O-])cc1 (stereo not drawn)	-12%	.
CC(C)C(OC(=O)c1ccco1)C(=O)NCc1ccc2c(c1)OCO2 (stereo not drawn)	i	19
Cc1ccc(SCC(=O)Nc2cccc(-c3nnc(-c4ccco4)o3)c2)cc1	?	.
COc1ccc(CN2CCN(C(=O)c3cccc(OC)c3OC)CC2)cc1OC	0%	11
O=C(Cn1ncc2c1-c1ccccc1OC2)Nc1ccc(Cl)cn1	i	.
COc1ccccc1NS(=O)(=O)c1ccc(C(=O)OCC(=O)NCc2ccco2)cc1	?	.
CC1CN(C(=O)c2ccc(COc3ccc(C(C)C)cc3)o2)CC(C)O1 (stereo not drawn)	-1%	9
NC(=O)c1c(Nc2nc3c(F)cccc3s2)sc2c1CCCC2	-13%	0
CC(C)N(Cc1ccccc1)C(=O)CN1C(=O)NC2(CCCC2)C1=O	12%	-9
N#C/C(=C\Nc1ccccc1SC(F)(F)F)c1nc(-c2ccc(Cl)cc2)cs1	25%	11
Remaining list, next part:
SMILES	Lipid storage S3	Lipid storage S3 cell count max
Cc1ccc(CNS(=O)(=O)c2ccccc2[N+](=O)[O-])cc1	28%	-6
CC(OC(=O)/C(C#N)=C/c1ccc(N(C)C)cc1)C(=O)N(C)Cc1ccccc1 (stereo not drawn)	?	.
CCCCN1CC(=O)N2[C@H]3c4cc(OC)ccc4OC[C@@H]3[C@H](C(=O)OCC)[C@]2(C)C1=O	?	.
Cc1ccc(C2(C)NC(=O)N(CC(=O)N(C)CC(=O)Nc3cccc4ccccc34)C2=O)cc1 (stereo not drawn)	22%	.
CCc1cccc(OCCN2CCCC2)c1	?	.
COc1cccc(C(=O)N(CN2CCCC2=O)c2cccc(Cl)c2)c1OC	0%	-10
O=C(CC1C(=O)NCCN1Cc1ccc(-c2ccccc2)cc1)NCC1CC1 (stereo not drawn)	?	.
CCN(CC)CCn1c2c(c(SCC(=O)Nc3cccc(C(C)=O)c3)nc1=O)CCCC2	-1%	.
Cc1cc(C(=O)Nc2sc(C)c(C)c2C#N)no1	i	.
Cc1ccc(C(C[N+](=O)[O-])c2c(-c3ccccc3O)[nH][nH]c2=O)cc1 (stereo not drawn)	?	.
O=C(NC(Cc1c[nH]c2ccccc12)C(=O)NCCCN1CCOCC1)c1cccs1 (stereo not drawn)	?	.
CCN1C(=O)C(CC(=O)Nc2ccc(OC)cc2)N(CCc2ccccc2)C1=S (stereo not drawn)	-20%	.
O=C(O)Cc1coc2cc3c(cc12)CCC3	-14%	-2
CN(C)S(=O)(=O)c1ccc(C(=O)NCc2ccccn2)cc1	?	.
CC(=O)c1ccc(N2CCN(c3ccc(S(=O)(=O)NCCN(C)C)cc3[N+](=O)[O-])CC2)cc1	?	.
CCn1c(Oc2ccccc2F)nc2c1c(=O)n(C)c(=O)n2C	15%	1
O=C(COC(=O)c1ccc(Cl)c([N+](=O)[O-])c1)Nc1ccccc1OC(F)F	?	.
O=C(NNC(=O)c1ccc(SCC2CCCO2)c([N+](=O)[O-])c1)c1ccc(Cl)c([N+](=O)[O-])c1 (stereo not drawn)	?	.
CCN(CC)S(=O)(=O)c1cc(C(=O)OCC(=O)c2ccc3c(c2)NC(=O)CO3)ccc1F	?	.
CCOC(=O)Nc1cc2c(cc1C(C)=O)OCO2	?	.
O=C(NCc1ccc(Cl)cc1)N1CCN(S(=O)(=O)c2ccccc2)CC1	-7%	17
C=CCSc1nc(NC)c2sccc2n1	-5%	9
O=Nc1c(O)n(Cc2ccc(Cl)cc2Cl)c2ccccc12	?	.
Cc1ccc(OCCOC(=O)c2cc(S(=O)(=O)N3CCCCC3)ccc2N2CCOCC2)cc1	5.2µM*	-27*
Cc1cc(Oc2ccccc2)nc(SCC(=O)Nc2ccccc2)n1	?	.
CC(C)CN(C(=O)c1ccc(S(=O)(=O)N2CCCC2)cc1)C1CCS(=O)(=O)C1 (stereo not drawn)	i	.
O=S(=O)(Nc1cc(Cl)ccn1)c1ccc(Cl)cc1	?	.
CN1c2ccccc2C(O)=C(C(=S)Nc2ccc(F)c(Cl)c2)S1(=O)=O	-2%	-1
CSC(=NC#N)N1CCN(c2ccc([N+](=O)[O-])cc2)CC1	?	.
CC(NCC(=O)Nc1cc(S(=O)(=O)N2CCOCC2)ccc1Cl)c1ccc(Cl)cc1Cl (stereo not drawn)	15%	6
OC(CN1C2=NCCN2c2ccccc21)c1ccccc1 (stereo not drawn)	?	.
O=C(Nc1ccc(N2CCCCC2)cc1)c1ccc(F)cc1F	11%	2
CCOc1cc(/C=C\[N+](=O)[O-])ccc1OCC(=O)N1CCOCC1	?	.
c1ccc(C(Cc2nc(-c3ccncc3)no2)c2ccccc2)cc1	?	.
O=C(CN1CC(=O)Oc2ccccc21)NCc1ccco1	?	.
Cc1ccc(C(C#N)c2ccc3c(C(F)(F)F)cc(C(F)(F)F)nc3n2)cc1 (stereo not drawn)	?	.
Cc1nnc(OCC(=O)NCCC2=CCCCC2)c2ccccc12	?	.
Cc1[nH]c2ccccc2c1C(=O)CSc1nc2ccccc2[nH]1	?	.
O=C(Nc1ccc(C(=O)NCCCN2CCN(c3ccccc3)CC2)cc1)C1=CSCCO1	?	.
COc1ccc(S(=O)(=O)CC(=O)c2cc3cc(Br)ccc3oc2=O)cc1	?	.
COCCn1nnnc1C(CC(C)C)N1CCN(c2ccccc2)CC1 (stereo not drawn)	-3%	2
O=C(Nc1ccc(F)c(Cl)c1)c1cccnc1	?	.
CCCn1c(S(=O)(=O)O)nc2ccccc21	-4%	23
Cc1ccccc1-c1nc(CN2CCC(C(=O)NCc3ccco3)CC2)c(C)o1	5%	-14
CC(C)(C)NCC(O)COc1ccccc1C(C)(C)C (stereo not drawn)	?	.
NCCc1nnc(SCC(=O)Nc2cccc(Cl)c2)o1	i	-3
CCOc1cc(-c2nccc3cc(OC)c(OC)cc23)cc(OCC)c1OCC	?	.
CC(C)C(=O)NC(C)C(c1cccs1)N1CCOCC1 (stereo not drawn)	i	.
N#C/C(=C\c1ccc(F)cc1)c1n[nH]c(Cn2cncn2)n1	i	19
CC(=O)Nc1ccc(SC[C@H](CC(C)C)N2CCN(CC(C)C)CCC2=O)cc1	8%	.
CSc1ccc(/C=N/N2CCN(Cc3ccc(C)cc3C)CC2)cc1	?	.
Cc1nnsc1SCCNC(=O)Nc1ccc(Cl)cc1	?	.
O=C(O)C1CC=CCC1C(=O)N1CCCC1 (stereo not drawn)	?	.
CCOc1ccc(C(=O)NCc2ccccc2OC)cc1	18%	5
CCNC(=O)c1ccc(-n2nc(C)cc2-c2ccccc2)cc1	-20%	10
CN(C)CC(O)CN(c1ccccc1)c1ccccc1 (stereo not drawn)	?	.
COCCCN1CC(=O)N2C(c3ccc(C)cc3)c3[nH]c4ccccc4c3C[C@H]2C1=O (stereo partly drawn)	12%	16
FC(F)(F)c1ccccc1NC(=S)NN1CCOCC1	?	.
Cc1cc(N/C=C/C(=O)c2cccs2)ccc1F	?	.

Screening results as filed in PubChem BioAssay.

This is a subset (hit frequency here may not be typical).
